Source: PubChem BioAssay (several laboratories)
K1F lysis inhibition: inhibition of K1F phage lysis, E. coli UTI89, bacterial capsule biogenesis inhibitors, alamar blue (AID 488966); E. coli UTI89 K1F phage lysis, alamar blue, 2 h; higher % means a stronger effect; actives 0.02% (n = 340,000); one-dose inhibition, % at 100 µM; IC50 in µM for titrated hits;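 active = phage lysis inhibition, versus mean bacterial control, above a set limit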;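 note: capsule biogenesis inhibitors block K1F phage lysis so surviving cells raise fluorescence; higher fluorescence means more inhibition of phage lysis; actives were called in the ten point dose series up to 300 µM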
KOR beta-arrestin-1: KOR antagonists, beta-arrestin recruitment, cell-based, luminescence, uHTS (AID 1778); KOR beta-arrestin recruitment, luminescence, antagonist mode; higher % means a stronger effect; inhibition, % at 10 µM, or IC50 in µM where a hit was titrated; actives 0.091% (n = 290,000); in the data active = inhibition above about 50%; note: strong numbers were not always called active
MgcRacGAP inhibition: MgcRacGAP GTPase-activating activity inhibitors, confirmation, biochemical, ADP Hunter fluorescence | MgcRacGAP-stimulated Rac1 GTP hydrolysis, ADP Hunter fluorescence; higher % means a stronger effect; GST-tagged Rac1 F28L mutant substrate | inhibition, % at 30 µM, or IC50 in µM where a hit was titrated | actives 0.6% (n = 340,000);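 active = first-screen hits whose inhibition reached a set limit at any dose in the follow-up dose series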;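 note: fluorescence reports GDP produced by GAP-driven GTP hydrolysis; strong numbers were not always called active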
NOD1 inhibition: NOD1 signaling inhibitors, primary screen, cell-based, luminescence, uHTS (AID 1578). NOD1-driven NF-kB luciferase reporter cells, luminescence; higher % means a stronger effect. one-dose inhibition, % at 4 µM; EC50 in µM for titrated hits. actives 1% (n = 290,000); in the data active = inhibition mostly above about 36%, no sharp cut-off; inactive = mostly below about 34%;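 note: HEK-293T reporter cells stimulated with the NOD1 agonist gamma-tri-DAP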
GPR55 LPI antagonism: inhibition of LPI-stimulated GPR55 beta-arrestin translocation – imaging, U2OS, beta-arrestin-GFP, LPI agonist, primary screen (AID 2013) | U2OS GPR55 beta-arrestin-GFP translocation imaging, LPI antagonism; higher % means a stronger effect | inhibition, % at 10 µM, or IC50 in µM where a hit was titrated | actives 0.13% (n = 290,000);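 active = spots per cell inhibited over 60%, with over 100 cells counted and total cytoplasm intensity under 500,000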;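 note: U2OS cells stably carrying GPR55 and arrestin-GFP stimulated by 5 µM LPI near EC80; imaged beta-arrestin-GFP aggregate spots per cell after agonist stimulation; plate controls were LPI-stimulated DMSO wells for no effect and DMSO wells without LPI for full effect; some results filed as inactive read as strong as hits; confirmed hits need IC50 under 10 µM and bright autofluorescent wells are also inconclusive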
NTR1 ag: agonists of NTR1, primary screen, imaging, U2OS cells, beta-arrestin-GFP, high content (AID 493036); actives 0.17% (n = 330,000); activation, % at 20 µM; NTR1-U2OS beta-arrestin-GFP spot imaging, agonist mode; P30989;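 active = activation at or above 40% of the spot to cytoplasm intensity ratio, with at least 20 cells analyzed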;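 note: 0% = DMSO without peptide and 100% = 100 nM NTR1 peptide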
Target sequence (P30989 whole entry, looked up): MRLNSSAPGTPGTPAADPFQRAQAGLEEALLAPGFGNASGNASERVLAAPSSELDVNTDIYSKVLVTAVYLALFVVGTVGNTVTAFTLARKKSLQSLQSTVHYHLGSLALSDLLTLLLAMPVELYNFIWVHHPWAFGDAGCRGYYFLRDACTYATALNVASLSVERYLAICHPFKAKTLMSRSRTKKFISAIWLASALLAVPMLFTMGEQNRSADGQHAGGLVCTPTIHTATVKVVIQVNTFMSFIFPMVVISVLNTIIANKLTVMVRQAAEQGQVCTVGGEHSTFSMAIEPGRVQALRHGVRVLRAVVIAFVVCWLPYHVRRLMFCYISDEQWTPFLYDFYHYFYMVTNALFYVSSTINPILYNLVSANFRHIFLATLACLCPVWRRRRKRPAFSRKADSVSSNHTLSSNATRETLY
GPR55 activation: GPR55 agonists via beta-arrestin recruitment, primary screen, imaging, U2OS cells, beta-arrestin-GFP redistribution (AID 1961); activation, % at 10 µM, or EC50 in µM where a hit was titrated; U2OS GPR55 beta-arrestin-GFP redistribution imaging; higher % means a stronger effect; actives 0.048% (n = 290,000);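 active = activation above 40% with more than 50 cells counted in the well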;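 note: U2OS osteosarcoma cells stably expressing GPR55 and beta-arrestin-GFP; plate controls were DMSO negative control for no effect and LPI positive control for full effect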
KOR beta-arrestin-2: kappa opioid receptor activators – cell-based, luminescence, uHTS, primary screen (AID 1777); KOR beta-arrestin recruitment, luminescence; higher % means a stronger effect; activation, % at 10 µM; hits with a dose series show EC50 in µM; actives 0.02% (n = 280,000); in the data active = activation above about 50%, passing the limit was not always enough; note: a part of the inactive calls stands beside numbers as strong as those of hits
GPR35 antagonists: inhibition of zaprinast-stimulated GPR35 beta-arrestin translocation – imaging, U2OS, beta-arrestin-GFP, zaprinast agonist, primary screen (AID 2058). U2OS GPR35 beta-arrestin-GFP translocation imaging, zaprinast antagonism; higher % means a stronger effect. inhibition, % at 10 µM; hits with a dose series show IC50 in µM. actives 0.052% (n = 290,000);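 active = inhibition of at least 50% with at least 30 cells and total cytoplasm GFP at most 10,000,000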
NTR1 ag cell count 20 µM: second read-out of NTR1 ag, no call of its own (marks repeat the call); cell count; measured here: cell count, cytotoxicity flag
Active calls of the source: *; [ ] = another dose, or the depositor's remark. A portion of the library; the hit share may differ from the screen's.

The first two entries as a preview:
`O=C(c1ccc2c(c1)OCO2)N1CCN(c2ccc(C(F)(F)F)cn2)CC1` gave K1F lysis inhibition 2.5%[50 µM], KOR beta-arrestin-1 -20%, MgcRacGAP inhibition 5%, NOD1 inhibition -23%, GPR55 LPI antagonism 4%, NTR1 ag 2.1, GPR55 activation -0.2%, KOR beta-arrestin-2 1.7%, GPR35 antagonists 4% and NTR1 ag cell count 20 µM 59.
`CC(=O)Nc1ccc(NC(=O)CSc2ccc3nnc(-c4cccnc4)n3n2)cc1` gave K1F lysis inhibition -0.2%, KOR beta-arrestin-1 19%, MgcRacGAP inhibition 13%, NOD1 inhibition -16%, GPR55 LPI antagonism 4%, NTR1 ag 0.3, GPR55 activation 0.2%, KOR beta-arrestin-2 -1.7%, GPR35 antagonists -2% and NTR1 ag cell count 20 µM 68.

The whole of this part, repeating the preview:
`O=C(c1ccc2c(c1)OCO2)N1CCN(c2ccc(C(F)(F)F)cn2)CC1` gave K1F lysis inhibition 2.5%[50 µM], KOR beta-arrestin-1 -20%, MgcRacGAP inhibition 5%, NOD1 inhibition -23%, GPR55 LPI antagonism 4%, NTR1 ag 2.1, GPR55 activation -0.2%, KOR beta-arrestin-2 1.7%, GPR35 antagonists 4% and NTR1 ag cell count 20 µM 59.
`CC(=O)Nc1ccc(NC(=O)CSc2ccc3nnc(-c4cccnc4)n3n2)cc1` gave K1F lysis inhibition -0.2%, KOR beta-arrestin-1 19%, MgcRacGAP inhibition 13%, NOD1 inhibition -16%, GPR55 LPI antagonism 4%, NTR1 ag 0.3, GPR55 activation 0.2%, KOR beta-arrestin-2 -1.7%, GPR35 antagonists -2% and NTR1 ag cell count 20 µM 68.
O=C(c1ccccc1)c1cccs1 was read as K1F lysis inhibition 1.6%, KOR beta-arrestin-1 -8%, MgcRacGAP inhibition 5%, NOD1 inhibition -34%, GPR55 LPI antagonism -5%, NTR1 ag -1.2, GPR55 activation -0.7%, KOR beta-arrestin-2 -0.6%, GPR35 antagonists 8% and NTR1 ag cell count 20 µM 73.
COc1ccc(NC2=CC(c3ccc(F)cc3)N(c3ccc(OC)cc3)C2=O)cc1 (stereo not drawn) was read as K1F lysis inhibition 1.6%[50 µM], KOR beta-arrestin-1 -24%, MgcRacGAP inhibition 8%, NOD1 inhibition -36%, GPR55 LPI antagonism 4%, NTR1 ag 0.6, GPR55 activation -0.2%, KOR beta-arrestin-2 6.3%, GPR35 antagonists -1% and NTR1 ag cell count 20 µM 59.
`CC(=O)c1ccc(OCc2cc(C(=O)N3CCOCC3)no2)cc1` gave K1F lysis inhibition -0.3%, KOR beta-arrestin-1 -16%, MgcRacGAP inhibition 3%, NOD1 inhibition -49%, GPR55 LPI antagonism -9%, NTR1 ag -0.5, GPR55 activation -0.1%, KOR beta-arrestin-2 -4.2%, GPR35 antagonists 14% and NTR1 ag cell count 20 µM 64.
`COCCN(C(=O)c1csnn1)C(C(=O)NC1CCCC1)c1ccccc1F` (stereo not drawn) gave K1F lysis inhibition 0.1%, KOR beta-arrestin-1 -13%, MgcRacGAP inhibition 8%, NOD1 inhibition -42%, GPR55 LPI antagonism -4%, NTR1 ag 0.3, GPR55 activation -0.3%, KOR beta-arrestin-2 -4.3%, GPR35 antagonists -4% and NTR1 ag cell count 20 µM 59.
`CCOC(=O)CCNC(=O)CNC(=O)OCc1ccccc1` gave K1F lysis inhibition 0.5%, KOR beta-arrestin-1 30%, MgcRacGAP inhibition 9%, NOD1 inhibition -22%, GPR55 LPI antagonism 5%, NTR1 ag 1.4, GPR55 activation -0.4%, KOR beta-arrestin-2 -4.8%, GPR35 antagonists 7% and NTR1 ag cell count 20 µM 50.
`COc1ccc(CCNC(=O)c2cc(Cl)nc3ccccc23)cc1` gave K1F lysis inhibition 0.1%, KOR beta-arrestin-1 12%, MgcRacGAP inhibition 8%, NOD1 inhibition 17%, GPR55 LPI antagonism -18%, NTR1 ag -0.3, GPR55 activation 0.0%, KOR beta-arrestin-2 -3.7%, GPR35 antagonists 4% and NTR1 ag cell count 20 µM 63.
Screening COC(=O)CN(c1ccccc1C)S(C)(=O)=O returned K1F lysis inhibition 3.0%, KOR beta-arrestin-1 8%, MgcRacGAP inhibition -2%, NOD1 inhibition -18%, GPR55 LPI antagonism 17%, NTR1 ag 0.4, GPR55 activation 0.4%, KOR beta-arrestin-2 -0.7%, GPR35 antagonists -3% and NTR1 ag cell count 20 µM 89.
For COc1cc(OC)c(NC(=O)CCc2ccccc2)cc1Cl the results were K1F lysis inhibition -0.6%, KOR beta-arrestin-1 17%, MgcRacGAP inhibition -4%, NOD1 inhibition -26%, GPR55 LPI antagonism 14%, NTR1 ag -2.6, GPR55 activation -0.1%, KOR beta-arrestin-2 2.0%, GPR35 antagonists 1% and NTR1 ag cell count 20 µM 100.
Screening Cc1cc(C)n(-c2ncnc3ccccc23)n1 returned K1F lysis inhibition 0.1%, KOR beta-arrestin-1 -22%, MgcRacGAP inhibition 9%, NOD1 inhibition -16%, GPR55 LPI antagonism 5%, NTR1 ag 0.9, GPR55 activation -0.4%, KOR beta-arrestin-2 -4.8%, GPR35 antagonists 5% and NTR1 ag cell count 20 µM 38.
COc1ccc(N2CCN(Cc3nc(N)nc(Nc4ccc(C)c(Cl)c4)n3)CC2)cc1 was read as K1F lysis inhibition 1.1%, KOR beta-arrestin-1 -12%, MgcRacGAP inhibition 6%, NOD1 inhibition -21%, GPR55 LPI antagonism 18%, NTR1 ag 15, GPR55 activation 0.0%, KOR beta-arrestin-2 -2.2%, GPR35 antagonists 7% and NTR1 ag cell count 20 µM 55.
For COc1ccc(N2CCN(C(=O)C3CCCN(S(=O)(=O)c4ccc(C)cc4)C3)CC2)cc1 (stereo not drawn) the results were K1F lysis inhibition 0.1%, KOR beta-arrestin-1 1%, MgcRacGAP inhibition 16%, NOD1 inhibition -12%, GPR55 LPI antagonism -4%, NTR1 ag -2.6, GPR55 activation 0.2%, KOR beta-arrestin-2 1.2%, GPR35 antagonists 0% and NTR1 ag cell count 20 µM 59.
Screening CCCNC(=O)c1ccc(N2CCC3(CC2)CC(c2ccccc2)=NO3)c(NC(=O)Cc2ccc(F)cc2)c1 returned K1F lysis inhibition 0.0%, KOR beta-arrestin-1 0%[20 µM], MgcRacGAP inhibition 2%, NOD1 inhibition 19%, GPR55 LPI antagonism 15%, NTR1 ag 0.8, GPR55 activation 0.2%, KOR beta-arrestin-2 -1.0%, GPR35 antagonists 5% and NTR1 ag cell count 20 µM 79.
For O=C(NCCSc1ccccn1)c1ccc(Cl)cc1 the results were K1F lysis inhibition -1.2%, KOR beta-arrestin-1 14%, MgcRacGAP inhibition 2%, NOD1 inhibition -47%, GPR55 LPI antagonism 12%, NTR1 ag -1.7, GPR55 activation -0.3%, KOR beta-arrestin-2 -5.2%, GPR35 antagonists -2% and NTR1 ag cell count 20 µM 11.
O=c1cc(CSc2nnnn2-c2ccccc2)nc2nc[nH]n12 was read as K1F lysis inhibition 1.1%, KOR beta-arrestin-1 -8%, MgcRacGAP inhibition 10%, NOD1 inhibition -14%, GPR55 LPI antagonism -2%, NTR1 ag -0.3, GPR55 activation 0.2%, KOR beta-arrestin-2 -0.3%, GPR35 antagonists -8% and NTR1 ag cell count 20 µM 71.
CCCCSc1cnn(-c2ccccc2)c(=O)c1SCCCC was read as K1F lysis inhibition 0.1%, KOR beta-arrestin-1 -22%, MgcRacGAP inhibition 5%, NOD1 inhibition 10%, GPR55 LPI antagonism 5%, NTR1 ag 8.2, GPR55 activation -0.4%, KOR beta-arrestin-2 7.0%, GPR35 antagonists -3% and NTR1 ag cell count 20 µM 77.
`Cc1c(NC(=O)CSc2nc3ccccc3n2C)c(=O)n(-c2ccccc2)n1C` gave K1F lysis inhibition 1.7%, KOR beta-arrestin-1 12%, MgcRacGAP inhibition 8%, NOD1 inhibition -12%, GPR55 LPI antagonism 7%, NTR1 ag 0.2, GPR55 activation 0.1%, KOR beta-arrestin-2 9.8%, GPR35 antagonists 3% and NTR1 ag cell count 20 µM 37.
Cc1ccc(SC(C)c2nc(-c3ccccc3)no2)cc1 (stereo not drawn) was read as K1F lysis inhibition -0.1%, KOR beta-arrestin-1 20%, MgcRacGAP inhibition 6%, NOD1 inhibition -28%, GPR55 LPI antagonism -1%, NTR1 ag 6.1, GPR55 activation -0.2%, KOR beta-arrestin-2 -4.5%, GPR35 antagonists -1% and NTR1 ag cell count 20 µM 39.
O=S(=O)(c1ccc(Cl)cc1)N1CCCN(c2nc3ccc(Cl)cc3s2)CC1 was read as K1F lysis inhibition -0.8%, KOR beta-arrestin-1 -27%, MgcRacGAP inhibition 12%, NOD1 inhibition -13%, GPR55 LPI antagonism 14%, NTR1 ag 7.9, GPR55 activation -0.2%, KOR beta-arrestin-2 0.9%, GPR35 antagonists -8% and NTR1 ag cell count 20 µM 41.
c1ccc(-n2cnnc2SCc2nc3ccccc3s2)cc1 was read as K1F lysis inhibition 0.6%, KOR beta-arrestin-1 13%, MgcRacGAP inhibition -2%, NOD1 inhibition -85%, GPR55 LPI antagonism -4%, NTR1 ag -2.1, GPR55 activation 0.3%, KOR beta-arrestin-2 -2.7%, GPR35 antagonists -12% and NTR1 ag cell count 20 µM 75.
CCOC(=O)CNC(c1ccccc1)c1cc(Br)ccc1NC(C)=O (stereo not drawn) was read as K1F lysis inhibition -0.5%, KOR beta-arrestin-1 -13%[20 µM], MgcRacGAP inhibition -5%, NOD1 inhibition -27%, GPR55 LPI antagonism -7%, NTR1 ag -1.3, GPR55 activation -0.1%, KOR beta-arrestin-2 -3.5%, GPR35 antagonists -7% and NTR1 ag cell count 20 µM 81.
Screening COC(=O)c1ccc(COC(=O)CNC(=O)c2ccc(-c3ccccc3)cc2)cc1 returned K1F lysis inhibition 0.3%, KOR beta-arrestin-1 -24%, MgcRacGAP inhibition 12%, NOD1 inhibition -61%, GPR55 LPI antagonism 13%, NTR1 ag -0.8, GPR55 activation 0.2%, KOR beta-arrestin-2 0.8%, GPR35 antagonists -6% and NTR1 ag cell count 20 µM 67.
`Cc1ccccc1CN1CCN(C(=O)c2ccc(F)cc2)CC1` gave K1F lysis inhibition 0.1%, KOR beta-arrestin-1 -2%, MgcRacGAP inhibition 28%, NOD1 inhibition -21%, GPR55 LPI antagonism 4%, NTR1 ag 2.3, GPR55 activation -0.2%, KOR beta-arrestin-2 -1.9%, GPR35 antagonists -13% and NTR1 ag cell count 20 µM 38.
